Bioassay records as filed in PubChem BioAssay.
Shiga inhibitor: inhibitors of Shiga toxin in Vero cells | Vero cells, Shiga toxin protein synthesis inhibition reporter | inhibition, % at 38.7 µM | 290,000 tested, 9.2% active; in the data active means inhibition mostly above about 28%, no sharp cut-off; inactive means mostly below about 43%; further: 0% is about no effect
Cycloheximide cs: counter-screen for Shiga toxin inhibitors: cycloheximide protein synthesis inhibition | 300,000 tested, 12% active | max response, % | cell reporter, cycloheximide protein synthesis inhibition counterscreen | AID 2314; in the data active means max response mostly above about 13%, no sharp cut-off; inactive means mostly below about 14%; further: read at 38.3 µM for the half of the compounds with a filed dose; 0% is about no effect
AmpC inh no detg: blocks E. coli AmpC beta-lactamase in detergent-free assay; P00811; Potency, µM (titrated, usually from 57.1 µM), without a hit: top-dose activity change, negative = inhibition, hits mostly inhibitors; AmpC nitrocefin hydrolysis, absorbance 480 nm, 0.0001% Triton; AID 485341; 330,000 tested, 0.52% active;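 further: potency means the concentration at half of the fitted maximal effect; plate controls were no compound for no effect and no enzyme for full effect; nearly all actives have a fitted effect of over 20% in size; some results filed as inactive show a strong effect at the top dose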
Target sequence (P00811 whole entry, looked up): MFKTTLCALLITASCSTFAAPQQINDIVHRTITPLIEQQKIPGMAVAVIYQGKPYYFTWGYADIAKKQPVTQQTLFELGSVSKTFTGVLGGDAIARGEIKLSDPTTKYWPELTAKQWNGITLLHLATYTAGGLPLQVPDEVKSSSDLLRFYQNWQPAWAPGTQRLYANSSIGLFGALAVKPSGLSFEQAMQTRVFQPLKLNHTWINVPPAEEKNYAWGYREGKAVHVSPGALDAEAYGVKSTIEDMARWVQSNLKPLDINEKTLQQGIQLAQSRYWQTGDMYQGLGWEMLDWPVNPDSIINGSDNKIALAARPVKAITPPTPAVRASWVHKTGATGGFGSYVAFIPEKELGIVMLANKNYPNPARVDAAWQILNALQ
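AmpC (5.3 nM in the dispensed reagent) in 20 mM phosphate pH 7.0 with 0.01% (detergent screen) or 0.0001% Triton X-100 was preincubated with compounds for 15 min at room temperature. Nitrocefin was then added from an 800 uM solution, and hydrolysis was followed at 480 nm.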
LmPK inh: blocks Leishmania mexicana pyruvate kinase activity. Q27686. purified LmPK, Kinase-Glo ATP luminescence, 1 h. Potency, µM (doses to about 57.5 µM), for the others: top-dose activity change, negative = inhibition, usual class: inhibitors. 290,000 tested, 0.37% active. AID 1721; further: potency means the concentration at half of the fitted maximal effect; on the % scale 0 is the no-effect control and ±100 the full control effect
Target sequence (Q27686 whole entry, looked up): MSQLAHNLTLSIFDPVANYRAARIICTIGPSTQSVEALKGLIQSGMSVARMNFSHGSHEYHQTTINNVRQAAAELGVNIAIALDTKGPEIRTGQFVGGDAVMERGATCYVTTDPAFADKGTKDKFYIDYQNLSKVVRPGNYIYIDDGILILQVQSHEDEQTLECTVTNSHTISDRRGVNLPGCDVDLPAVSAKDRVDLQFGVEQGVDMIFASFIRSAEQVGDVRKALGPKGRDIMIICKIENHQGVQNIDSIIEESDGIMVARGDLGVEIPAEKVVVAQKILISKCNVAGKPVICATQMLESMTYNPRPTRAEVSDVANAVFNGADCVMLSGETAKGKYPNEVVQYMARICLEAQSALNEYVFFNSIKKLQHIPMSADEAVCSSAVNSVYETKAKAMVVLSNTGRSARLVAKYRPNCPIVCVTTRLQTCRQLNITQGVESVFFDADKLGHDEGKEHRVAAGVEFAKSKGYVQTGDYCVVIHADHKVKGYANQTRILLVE
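Kinase-Glo luminescence read after 1 h RT reaction of 0.1 nM LmPK with 0.5 mM PEP and 0.1 mM ADP. Activity scaled between uninhibited and enzyme-free controls.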
Pf growth 48h: inhibits P. falciparum growth in the first generation, 48 h; P. falciparum luciferase growth in erythrocytes, 48 h; 310,000 tested, 5.9% active; Potency, µM (top dose mostly 28.7 µM), inactives show at the top dose activity change, negative = inhibition, most hits filed as inhibitors; further: potency means the concentration at half of the fitted maximal effect; on the % scale 0 is the no-effect control and ±100 the full control effect
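Compounds are pin-transferred into medium, infected erythrocytes (2% hematocrit, 0.1% parasitemia final) are added, and plates sit one parasite generation at 37 C in 5% CO2. Detection reagent is then added and luminescence measured.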
Tb PYK inh: T. brucei pyruvate kinase inhibition; Q57TT1; 410,000 tested, 0.12% active; TbPYK enzyme, Kinase-Glo Plus ATP luminescence, 45 min; Potency, µM (highest dose often 76.8 µM), for the others: at the highest dose activity, negative = inhibition, most hits filed as inhibitors; further: potency means the concentration at half of the fitted maximal effect; on the % scale 0 is the no-effect control and ±100 the full control effect; nearly all actives have a fitted effect of over 50% in size
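Activity of T. brucei pyruvate kinase was followed by Kinase-Glo Plus luminescence after the enzyme reacted 45 min at room temperature with 130 uM ADP (final) and substrate. Test compounds were added before ADP at multiple concentrations.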
Pf growth 96h: P. falciparum growth inhibition at 96 hours | P. falciparum luciferase reporter growth, 96 h | Potency, µM (titrated, usually from 28.7 µM), without a hit: at the highest dose activity change, negative = inhibition, most hits filed as inhibitors | 320,000 tested, 6.9% active | AID 504834; further: potency means the concentration at half of the fitted maximal effect; on the % scale 0 is the no-effect control and ±100 the full control effect
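P. falciparum expressing integrated firefly luciferase, in erythrocytes at 2% hematocrit, 0.05% parasitemia, incubated with compounds 96 h at 37 C, 5% CO2. Growth inhibition read as loss of luminescence; two-generation exposure targets delayed-death apicoplast inhibitors.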
The depositor's hits bear a star; ? = inconclusive; . = no result given; & = joins results of further samples; [ ] = remark or other dose. Unless noted, the call rests on the fitted dose curve; in most records, active means well fitted curve in the direction sought with a large enough effect; inconclusive means small, poorly fitted or top-dose-only effect, or another doubt; inactive means no such curve, though single readings can be large; an effect the other way counts as inactive or inconclusive.

Fields: Shiga inhibitor | Cycloheximide cs | AmpC inh no detg | LmPK inh | Pf growth 48h | Tb PYK inh | Pf growth 96h
- Cc1ccc(/C=C/S(=O)(=O)NCC(=O)OCC(=O)N2CC(=O)Nc3ccccc32)cc1
    -8 | -2 | -11% | 13% | -23% | -1% | -1%
- O=C1CC2(CCN(C(=O)c3ccc(F)cc3)CC2)Oc2ccccc21
    . | . | 6% | . | -5% | -7% | 22%
- COc1cc(/C=N/NC(=O)CNC(=O)c2cccs2)ccc1O
    25 | 11 | -17% | -2% | 16% | -3% | 13%
- Cc1cc2[nH]c(=O)c(=O)[nH]c2cc1S(=O)(=O)N1CCN(c2cccc(C)c2C)CC1
    -5 | 1 | -11% | -1% | ? | -5%&3% | 4.7µM*
- O=C(CS(=O)CC(=O)N(CC(=O)NC1CCCC1)c1ccccc1F)Nc1ccc(F)cc1 (centres undefined)
    -5 | -4 | 15% | -4% | -6% | 7% | ?
- CC(C)CCN1CCN(Cc2cccs2)CC1CCO (centres undefined)
    -7 | 0 | -17% | -7% | 23% | -1% | ?
- CN(C)NC(=O)c1ccsc1NC(=O)c1ccc(S(=O)(=O)N(C)C)cc1
    43 | -1 | 23% | 0% | -28% | 4% | ?
- CN(C)C(=O)CSc1ccc(S(=O)(=O)N2CCCC2)cn1
    . | . | -12% | . | ? | -9% | -1%
- O=C(CN1C(=O)C2CCCCN2C(=O)c2ccccc21)Nc1ccc(F)cc1 (centres undefined)
    2 | -3 | -21% | 15% | ? | -2% | 34%[activator]
- CCOc1ncccc1C(=O)Nc1ccc(C)cn1
    -13 | 3 | -13% | -4% | -3% | -1% | -25%
- CC(=O)Nc1ccc(C(=O)OCC(=O)NC(=O)NC(C)(C)C)cc1
    -20 | -4 | -14% | 1% | . | -2% | ?
- CN(CC(=O)N1CCN(c2ccccn2)CC1)S(=O)(=O)c1ccccc1
    50* | 43* | 1% | -6% | 36%[activator] | -5% | 1%
- COc1ccc(CCNC(=O)c2n[nH]c(=O)c3ccccc23)cc1
    36 | -5 | -16% | 5% | -3% | 4% | ?
- Cc1cccc(NC(=S)N2CCN(S(C)(=O)=O)CC2)c1
    42 | -1 | -11% | 1% | 3% | -4% | 30%[activator]
- COc1cc(NS(=O)(=O)c2c(C)oc3c(F)c(F)c(F)c(F)c23)cc(OC)c1OC
    -6 | -3 | -25% | -1% | ? | 0% | ?
- NS(=O)(=O)c1cccc(NC(=O)COC(=O)Cc2n[nH]c(=O)c3ccccc23)c1
    . | . | -17% | . | -13% | 0% | ?
- CC(=O)Oc1ccc(C(=O)OCC(=O)c2c(N)n(C)c(=O)n(C)c2=O)cc1OC(C)=O
    -7 | 1 | -4%[11.4 µM] | 3% | -13% | -1% | 19%
- O=C(NCc1cccs1)c1ccc2c(c1)ncn2C1CCCC1
    38* | 32* | -35% | 8% | 16% | -3% | 34%[activator]
- COc1ccc2[nH]c(C(=O)N3CCN(c4ccccc4F)CC3)c(C)c2c1
    8 | -3 | -1% | -3% | . | 0% | -14%
- C=CCn1c(SCC(=O)Nc2cccnc2Cl)nnc1-c1ccc(Cl)cc1
    -12 | 1 | 14% | 1% | 10% | -17% | 37%[activator]
- CNC(=O)C1C(=S)NC(N)=C(C#N)C1c1ccccc1 (centres undefined)
    -5 | 7 | -12% | 4% | . | ? | 17%
- CCOC(=O)c1ccc(NC(=S)N2CCC(C(N)=O)(N3CCCCC3)CC2)cc1
    -1 | 9 | 44% | 4% | ? | 1% | -6%
- Cc1cc(C(=O)C[N+]2(C)CCOCC2)c(C)n1-c1ccc(Br)cc1
    -7 | -1 | 26% | 3% | ? | -8% | ?
- COC(=O)CNC(c1ccccc1)c1cc(C)ccc1NS(=O)(=O)c1ccc(C)cc1 (centres undefined)
    -7 | -1 | -15% | -2% | 9.3µM* | 3% | 13µM*
- Cc1ccc(COc2ccc(-c3nnco3)cc2)cc1
    67* | 40* | -8% | 1% | . | 1% | 138%[activator]
- CC1=C/C(=N\Nc2ccccc2[N+](=O)[O-])CC(C)(C)C1
    20 | -3 | -29% | -6% | ? | 0% | -26%
- O=C(CN1C(=O)c2ccccc2C1=O)Nc1ccc(-c2nc3ccccc3o2)cc1
    14 | 11 | -13% | 4% | 25% | -2% | 71%[activator]
- O=C(OC1CCOC1=O)c1ccc(Cl)c(S(=O)(=O)N2CCOCC2)c1 (centres undefined)
    . | . | -8% | . | 3% | 4% | -25%
- CC(=O)Nc1ccc(-c2csc(N/N=C\c3ccncc3)n2)cc1
    38 | 11 | -33% | 5% | ? | -17% | ?
- COc1ccc(S(=O)(=O)N2CCc3ccccc32)cc1C(=O)OCc1c(C)noc1C
    -8 | -2 | 61%[activator] | 2% | ? | -20% | ?
- COc1ccc(OC)c(C(=O)NC(CC(N)=O)c2ccc(N3CCC(N4CCCC4)CC3)c([N+](=O)[O-])c2)c1 (centres undefined)
    -4 | 8 | 8% | 1% | -10% | 4% | -14%
- COc1ccc(/C=N/NC(=O)c2ccc(C)cc2)cc1CN1CCN(c2ccc(F)cc2)CC1
    10 | -1 | -14% | 6% | 14% | -2% | -13%
- c1ccc(-n2nnnc2-n2nnc3ccccc32)cc1
    -19 | -5 | -13% | 2% | -7% | 3% | ?
- Cc1ccc(S(=O)(=O)c2nc(Nc3ccccc3)sc2Cl)cc1
    -10 | 1 | -36% | -1% | 7% | -14% | 0%
- CC(C)(C)C(=O)/C(C#N)=C/c1cccs1
    -3 | -1 | -13% | 1% | 7% | -2% | 2%
- Cc1noc(C)c1-c1nc(CS(=O)(=O)c2ccc(F)cc2)no1
    9 | 4 | -26% | 9% | 73%[activator] | 6% | 46%[activator]
- CCOc1ccccc1NC(=O)N1CCC2(CC1)OCCO2
    -4 | -2 | -1% | 1% | 6% | -1% | 12%
- Cc1cc(N2CCOCC2)nc2ccc(NC(=O)CCC(=O)N3CCN(c4cccc(C(F)(F)F)c4)CC3)cc12
    67* | 28* | 169%[activator] | 1% | 4.7µM* | -9% | 0%
- CSc1nc(S(=O)(=O)c2ccc(C)cc2)c(Cl)s1
    8 | -2 | -3% | 12% | 12µM* | -15% | ?
- Cc1cc2c(=O)oc(-c3ccc(F)cc3)nc2s1
    -2 | -2 | 65%[activator] | 5% | -8% | -2% | ?
- Cc1noc(C)c1CSCC(=O)OCC(=O)N1CC(=O)Nc2ccccc21
    -8 | -2 | -4% | 2% | -17% | 3% | 14%
- O=C(CN(C(=O)c1csnn1)c1cccc(F)c1)NC1CCCC1
    -13 | 5 | 1% | -3% | 15% | 7% | -8%
- CC(C)Cn1cc(C(=O)NCc2cccs2)c2c3ccccc3n(C)c2c1=O
    -25 | -6 | -1% | 9% | ? | -9% | 8.3µM*
- Cc1ccc2c(c1)NC(=O)C(CC(=O)NCc1ccc(F)cc1)O2 (centres undefined)
    -7 | 3 | -14% | 9% | . | -11% | -30%
- CC(C)CC1Nc2ncnc(N3CCN(c4ccccc4)CC3)c2N(Cc2ccccc2)C1=O (centres undefined)
    . | . | -18% | . | 10µM* | -5%&1% | 12µM*
- C/C(=N/NC(=O)CNC(=O)c1ccncc1)c1ccc(Cl)cc1
    15 | 8 | 9% | 0% | 4% | 0% | 59%[activator]
- O=C(c1ccc2c(c1)OCCO2)C1CCN(C(=O)c2ccc(F)c(F)c2)CC1
    -4 | -1 | 54% | 4% | ? | -1% | -1%
- COc1cc(/C=N/NC(=O)C(=O)NCC2CCCO2)cc(Cl)c1O (centres undefined)
    12 | -2 | -16% | -2% | 19% | -11% | 34%[activator]
- COc1ccccc1CNC(=O)CN(C)Cc1ccc(SC)cc1
    -11 | 10 | 34% | 6% | ? | 4% | ?
- Cc1cc(N2CCN(S(=O)(=O)Cc3ccccc3)CC2)n2ncnc2n1
    25 | 12 | ? | -9% | -11% | -2% | .
- COC(=O)c1ccc(Sc2ccc(C)cc2)c(N)c1
    57* | 57* | -11% | 2% | 53%[activator] | -16% | 30%[activator]
- CCc1nnc(NC(=O)[C@@H](NC(=O)c2ccc(OC)cc2)C(C)C)s1
    38 | 17 | -15% | 12% | 58%[activator] | -1% | -11%
- O=C(Nc1nc2c(F)cc(F)cc2s1)c1ccco1
    38* | 37* | -19% | -10% | 91%[activator] | 4% | 205%[activator]
- CN(C)C(=O)c1cn(N(C)c2ncc(C(F)(F)F)cc2Cl)c(=O)c2ccccc12
    -10 | 2 | -16% | 0% | 7% | -9% | 3%
- Cc1ccc(-n2c(SCC(=O)Nc3cccc(S(=O)(=O)NC4=NCCCCC4)c3)nc3ccccc3c2=O)cc1
    -13 | -2 | -6% | 0% | ? | -9% | 3.7µM*
- Cc1onc(-c2ccccc2Cl)c1C(=O)NC1CCS(=O)(=O)C1 (centres undefined)
    18 | -5 | -11% | 0% | . | 3% | 12µM*
- O=C(c1ccc2c(c1)OCO2)C1CCCN(Cc2c(F)cccc2Cl)C1 (centres undefined)
    3 | 0 | 17% | -2% | 0% | -7% | -27%
- COc1cccc(NC(=O)Cn2cc(C=O)c3ccccc32)c1
    . | -1 | -22% | -1% | 17% | 5% | -16%
- CCOc1cc(CNCC(C)C)cc(Cl)c1OCc1ccccc1
    15 | 0 | 53% | 2% | 13µM* | 8% | 5.2µM*
- CCCCCn1c(=S)[nH]c2cc(C(=O)N3CCCC3)ccc2c1=O
    -5 | -2 | 3% | 10% | ? | -2% | 23%

The list continues.
Fields: Shiga inhibitor | Cycloheximide cs | AmpC inh no detg | LmPK inh | Pf growth 48h | Tb PYK inh | Pf growth 96h
- CCOC(=O)C1CCN(Cc2nc3ccc(Cl)cc3n2CCO)CC1
    -16 | 2 | 6% | -7% | -9% | 5% | 87%[activator]
- NC(=O)CSC1=Nc2ccccc2C2=NC(CC(=O)NCc3cccs3)C(=O)N12 (centres undefined)
    -3 | -4 | 0% | -2% | 7% | -3% | 21%
- CCOC(=O)c1ccc2[nH]c3c(c2c1)CCCC3NC=O (centres undefined)
    91 | 13* | 125% | 1% | 3% | 3% | ?
- Cc1ccc(S(=O)(=O)NC(CC(C)C)C(=O)NCc2ccco2)cc1 (centres undefined)
    14 | 5 | 1% | -5% | . | 4% | -22%
- CN(C(=O)c1ccccc1-c1ncc[nH]1)C1CCCN(Cc2ccccc2F)C1 (centres undefined)
    -6 | -2 | -5% | 0% | 2% | 0% | 7%
- C/C(=N\NC(=O)c1cc2c(s1)CCC(C)C2)c1cccnc1 (centres undefined)
    22 | 19* | 11% | -4% | -12% | -6% | ?
- C=CCn1c(=O)c(C(=O)NCc2ccc3c(c2)OCO3)c(O)c2cc(OC)c(OC)cc21
    -5 | 1 | -22% | 2% | 25% | -1% | -8%
- O=C1CC[C@H](OCc2ccccc2)CCN1[C@H](CSc1ccccc1)Cc1ccccc1
    34* | 27* | 221%[activator] | -9% | ? | 6% | ?
- CNC1(C(N)=O)CCNCC1
    -6 | -5 | -12% | -4% | 11% | 0% | 17%
- N#CC1=C(N)SC(N)=C(C#N)C1C1CC=CCC1 (centres undefined)
    -13 | -2 | -27% | 10% | -16% | -12% | ?
- Clc1cccc(Cl)c1Cn1cnc(=NCc2ccco2)c2[nH]cnc21
    38 | 22* | -19% | 2% | 15µM* | 1% | .
- O=C(CSc1ccc2nnc(-c3ccncc3)n2n1)Nc1nccs1
    -4 | -7 | -18% | 1%[11.5 µM] | 15% | -3% | -14%
